Dynein cargo inh: inhibitors of GR-EGFP nuclear translocation, primary screen, dynein cargo transport inhibitor project, imaging, high-content, 3617.4 mouse cells | z-score, hits read low | test concentration mostly 20 µM; stimulated with dexamethasone, 1 µM; hits give low values | actives 0.47% (n = 220,000);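 active = plate z-score of nuclear minus cytoplasmic receptor signal below a set negative limit, without overly bright fluorescence or cell loss, cut at about -3.5 in these data, passing the limit was not always enough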;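 also: z-score of nuclear minus cytoplasmic ring GR-EGFP intensity difference per well; some compounds called inactive have numbers as strong as hits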
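Buffer or medium: tet-free, stripped-serum medium; Also added: dexamethasone, 1.0 µM final; Technique: high-content fluorescence imaging after fixation; Times: 48 h induction, 1 h compound, 30 min dex at 37 °C; Read-out: per-cell GR-EGFP intensity, nucleus versus surrounding cytoplasmic ring, well-averaged.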
bCat nuc transl: modulators of beta-catenin nuclear translocation, primary screen, imaging, HeLa cells, immunofluorescence, high-content. nuclear translocation activity, % at 5 µM. actives 0.3% (n = 190,000);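 active = nuclear translocation activity above 50% at 5 µM, with a well cell count of 50 or more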;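 also: per-cell ratio of nuclear to cytoplasmic median beta-catenin stain intensity; plate controls were DMSO negative control for no effect and GSK-3 inhibitor IX positive control for full effect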
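Read-out: Nuclear/cytoplasmic beta-catenin signal ratio, % activation | Assay system: Human HeLa cell line | Times: 24 h compound exposure at 37°C, 5% CO2 | Signal: Fluorescence imaging of beta-catenin antibody stain plus DAPI | Dosing: 5 µM primary, 0.02–20 µM confirmation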
T cell HTS: modulators of CD8 T cell-vesicle binding, primary screen, mouse 2C CD8+ T cells, flow cytometry. 2C CD8+ T cell-vesicle binding; hits give low values. AID 2052, 2009. actives 0.068% (n = 330,000). calls only at 7 µM;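 active = response, share of CD8 T cells binding vesicles, and their 90th percentile fluorescence all below set limits, cut at about 80% in these data, passing the limit was not always enough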
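Also added: QL9-peptide-loaded Drosophila micro-vesicles bearing Ld, ICAM-1 and B7-1; Test system: purified 2C TCR transgenic mouse naive CD8+ T cells; Measured by: cytometric PE anti-B7-1 and Alexa647 anti-CD8 signals after 1% paraformaldehyde fixation; Timing: binding step 1.5 h, 37 °C, antibody labelling 20 min, ice.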
Lipid droplet: inhibitors of hepatocyte lipid droplet formation, primary screen, imaging, high-throughput imaging, BODIPY stain; inhibition, % at 6.5 µM; AML12 mouse hepatocytes, oleate lipid droplets; actives 0.4% (n = 240,000);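 active = lipid droplet intensity inhibited by at least 50%, with more than 500 cells counted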
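Assay system: AML12 mouse liver cells | Compound: 6.5 µM single-point dosing | Schedule: Overnight exposure | Technique: Fluorescence imaging, 20x objective, two fields per well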
CSM14.1 death rescue: rescue of cells from ER stress-induced death, primary screen, 384-well, CSM14.1, thapsigargin, ATP luminescence (AID 1222); 190,000 tested, under 10 active; CSM14.1 thapsigargin-induced death rescue, ATP luminescence; higher % means a stronger effect; one-dose cellular ATP content (survival), % at 20 µM; EC50 in µM for titrated hits;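 active = EC50 below 50 µM in the dose-response confirmation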;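 also: death triggered by thapsigargin at about 15 µM added after 2 h compound pretreatment; cell ATP read after overnight thapsigargin exposure of roughly 18 to 22 hours; normalized against plate controls of thapsigargin alone and 5% DMSO vehicle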
Autophagy mod: autophagy modulators in MEF cells, primary screen, imaging, high-content, MEF GFP-LC3; MEF GFP-LC3 puncta imaging; test concentration mostly 10 µM; calls only at 10 µM (by protocol); actives 0.98% (n = 190,000);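 active = percentage of spot-positive cells more than 3 SD above its plate mean, without a fluorescence outlier flag or 80% toxicity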;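 also: spot-positive cell cutoff set from DMSO-treated cells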
Ins promoter up: insulin promoter activators in MIN6 cells, imaging, high-content screening, mouse beta cells; MIN6 insulin promoter-GFP reporter; hits give high values; z-score at 5 µM; actives 0.3% (n = 190,000);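 active = z-score above 3 at 5 µM with at least 500 cells counted in the well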
Salmonella PhoP GFP: inhibitors of PhoP regulon expression, primary screen, Salmonella Typhimurium, GFP reporter (AID 1863) | S. Typhimurium PhoP-regulated promoter GFP reporter, 4 h; higher % means a stronger effect | actives 0.16% (n = 300,000) | inhibition, % at 50 µM, or IC50 in µM where a hit was titrated;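 active = inhibition over 29.93%, a cutoff 3 SD above the screen mean, later confirmed by dose response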;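 also: 0% = low Mg2+ inducing control and 100% = high Mg2+ repressing control; strong numbers were not always called active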
MT stabilize HCS: microtubule stabilizers in HeLa cells, primary screen, imaging, high-content imaging; % tubulin-high responders, % at 10 µM; AID 2205, 2009; HeLa tubulin immunostaining HCS, 24 h; share of cells brighter than vehicle mean+2SD; actives 0.83% (n = 200,000);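 active = plate Z-score above 3 for both tubulin-high and condensed-nucleus cell shares, with cell loss under 80%, at 10 µM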;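 also: anti alpha tubulin signal scored within the nucleus-defined area of each cell; some results filed as inactive read as strong as hits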
Dynein cargo inh cytoplasmic EGFP: recorded beside Dynein cargo inh, whose call it bears; z-score; measured here: cytoplasmic GR-EGFP intensity; hits give high values
Dynein cargo inh nuclear GR-EGFP: second read-out of Dynein cargo inh, no call of its own (marks repeat the call); z-score; measured here: nuclear GR-EGFP intensity;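 lower value marks the stronger effect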
Dynein cargo inh cell count: also measured in Dynein cargo inh; calls as there; z-score; measured here: cell count per field
Ins promoter up cell count: further read-out of Ins promoter up, marked with its call; cell count; measured here: cytotoxicity, nuclei count;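 total cells summed across four imaged fields per well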
Lipid droplet cells 6.5 µM: also measured in Lipid droplet; calls as there; cell count; measured here: cell count, cytotoxicity flag;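 cells counted across two imaged fields per well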
bCat nuc transl cell count 5 µM: recorded beside bCat nuc transl, whose call it bears; cell count; measured here: cell count, cytotoxicity flag
T cell HTS vesicle-bound %: recorded beside T cell HTS, whose call it bears; double positive events, %; measured here: CD8+ vesicle-bound cell fraction;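 binding gate set so that unloaded-vesicle control wells show 10% double positive cells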
MT stabilize HCS Hoechst-high %: second read-out of MT stabilize HCS, no call of its own (marks repeat the call); % Hoechst-high responders; measured here: nuclear condensation Hoechst responders;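 share of cells brighter than vehicle mean plus two SD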
MT stabilize HCS cytotoxicity %: further read-out of MT stabilize HCS, marked with its call; toxicity, %; measured here: cytotoxicity by cell density;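 0% = mean cell density of plate MIN control wells and 100% = no cells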
Autophagy mod cell loss 18 h: recorded beside Autophagy mod, whose call it bears; toxicity, %; measured here: cell loss, nuclei count;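 cell loss after 18 h compound exposure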
The depositor's hits bear a star; i = inactive; . = no result given; + = active, no number. Outcome played no part in choosing rows; 3% or so of the library scored in one or more.

SMILES	Dynein cargo inh	Dynein cargo inh cytoplasmic EGFP	Dynein cargo inh nuclear GR-EGFP	Dynein cargo inh cell count	bCat nuc transl	bCat nuc transl cell count 5 µM	T cell HTS	T cell HTS vesicle-bound %	Lipid droplet	Lipid droplet cells 6.5 µM	CSM14.1 death rescue	Autophagy mod	Autophagy mod cell loss 18 h	Ins promoter up	Ins promoter up cell count	Salmonella PhoP GFP	MT stabilize HCS	MT stabilize HCS Hoechst-high %	MT stabilize HCS cytotoxicity %
O=C(Cn1cnc2ccccc2c1=O)NCC(=O)N1CCN(Cc2ccc3c(c2)OCO3)CC1	-0.406	-0.274	-0.00521	1.04	-1.5	1086	i	25.0	-13.4	757	-1.3%	i	-1.3	-0.84	1305	-3.6%	3.1	1.0	8.2
CN(C)c1nc(N(C)C)n(C(=O)c2ccc(F)cc2)n1	1.1	-0.0225	0.822	-0.641	0.2	1006	i	55.9	4.0	657	1.5%	i	28.2	-0.1	1641	6.8%	5.1	1.3	4.0
Cc1nc(S(=O)(=O)N(C)c2ccccc2)c(C#N)c(C)c1Cl	-0.966	-0.154	-0.581	1.43	.	.	i	36.0	.	.	2.4%	i	-4.7	.	.	1.4%	2.5	2.4	4.4
COCc1cc(=O)n2[nH]c(-c3cccs3)cc2n1	0.349	-0.274	0.0802	-0.0326	-1.1	1268	i	31.3	-23.6	566	.	.	.	0.68	1066	-7.4%	.	.	.
C/C(=N/OC(=O)c1ccc(C)cc1)c1cccs1	-0.298	-0.0023	0.296	0.527	-1.0	1280	i	46.7	.	.	-2.0%	i	8.0	1.53	1688	-2.6%	3.3	2.6	6.9
CCCCc1nnc(NC(=O)CSc2nc(O)c(-c3ccccc3)c(=O)[nH]2)s1	-0.902	-0.303	-0.179	0.17	0.3	1102	i	61.8	-12.6	716	-6.2%	i	1.3	0.49	1129	-1.3%	2.1	2.9	2.9
COc1ccc(NC(=O)CSc2nc3c(c(=O)[nH]2)CCC3)cc1OC	-0.32	-0.202	0.0477	0.0659	-4.3	1278	i	52.5	34.4	661	-2.2%	i	-9.4	0.5	1916	10.3%	3.8	2.6	7.8
CCOC(=O)c1ccc(NC(=O)/C=C/c2cccs2)cc1	0.315	-0.321	0.839	-0.197	4.1	846	i	33.2	17.8	645	4.8%	+	-1.5*	0.18	1654	3.8%	4.1	1.4	18.5
Cc1ccc(O)c(-c2cc3ccccc3[nH]2)c1	-1.8	1.05	-1.66	-4.92	-0.2	1063	i	11.2	-35.3	689	-2.3%	i	-2.9	0.44	1582	-4.1%	3.9	1.6	4.1
O=C(Nc1cccnc1)/C(N=Nc1c(Cl)cccc1Cl)=C(\O)c1ccccc1	-0.155	-0.268	-0.365	0.0651	-3.2	598	i	42.0	.	.	-0.2%	i	11.5	0.25	1389	11.8%	3.3	2.4	1.8
COc1ccc(CC(=O)OCC(=O)c2ccc(OC)cc2)cc1	-0.632	-0.284	-0.678	0.671	.	.	i	58.5	0.5	631	-3.9%	i	-12.2	-0.03	1148	-2.9%	2.4	3.1	7.0
COc1ccc(OC)c(NC(=O)CSc2nnc(Cn3nnc4ccccc43)n2C)c1	1.75	-0.218	-0.346	-0.811	-2.2	1357	i	16.3	.	.	-0.9%	i	-1.8	-0.1	1560	-8.4%	2.3	1.1	7.0
CCc1cc(C(=O)c2ccc(OC)cc2)c(NC(=O)CC(C)(C)CC(=O)O)s1	1.29	-0.217	1.16	-0.266	-1.0	1356	i	39.4	5.4	704	.	.	.	-0.3	1049	.	.	.	.
Cc1ccc(CCNC(=O)CN2CCN(Cc3ccccc3F)C2=O)cc1	1.04	0.223	0.933	-0.93	.	.	i	29.9	-6.0	716	0.9%	i	-1.1	-0.36	933	1.1%	1.6	1.2	10.3
Cn1cccc1CC(=O)N/N=C/c1ccc(Cl)c([N+](=O)[O-])c1	0.219	-0.256	0.58	0.362	-0.7	1287	i	48.3	28.9	708	.	.	.	-0.76	1000	1.2%	.	.	.
CCOC(=O)c1c(NC(=O)Cn2nnc(-c3ccc(Cl)cc3)n2)sc(CC)c1C	-0.347	-0.333	-0.133	0.358	-3.7	1207	i	23.4	-7.5	756	4.1%	i	1.1	.	.	-2.3%	0.9	1.9	22.4
O=C(/C=C/c1ccco1)c1ccc(NC(=O)C23CC4CC(CC(C4)C2)C3)cc1	-1.2	-0.0214	-0.661	-0.109	4.1	1001	i	49.8	-0.6	619	-2.8%	i	-5.3	-0.33	1348	-6.5%	3.1	3.4	6.2
C=CCN=C1SC(CC)C(=O)N1S(=O)(=O)c1ccc(C)cc1 (stereo unspecified)	1.96	-0.0373	1.55	-1.47	-3.3	1210	i	45.1	-10.9	721	0.4%	i	-11.1	.	.	1.2%	2.7	1.6	11.4
COCCNC(=S)NNC(=O)c1ccc(-n2cnnn2)cc1	1.58	-0.331	0.949	-0.306	-0.2	1145	i	51.3	-6.3	677	0.4%	i	4.8	-0.13	1485	5.9%	3.9	1.7	12.2
N#CC1=C(N)N(c2ccc(Cl)c(Cl)c2)C(=O)C1	-0.498	-0.157	-0.377	0.453	-2.3	1099	i	33.4	11.0	690	0.3%	i	19.5	0.14	1465	-1.1%	3.0	1.1	9.1
COCCCn1[nH]c2c3c(ccc2c1=O)C(=O)c1ccccc1C3=O	-1.71	-0.481	-0.643	1.47	-3.1	1130	i	12.4	3.3	839	-2.9%	i	-11.6	-0.76	948	-8.5%	1.1	1.0	2.1
Cc1cc2cc3c(cc2nc1SCC(=O)N1CCN(C(=O)c2ccco2)CC1)OCO3	-0.563	-0.0281	-0.41	0.591	-1.8	920	i	57.4	.	.	-2.4%	i	3.9	-0.58	1161	.	3.4	3.1	9.2
COC(=O)C1=NN(c2cccc(C)c2)C2C(=O)N(c3ccccc3OC)C(=O)C12 (stereo unspecified)	-0.367	-0.248	-0.466	1.49	0.7	993	i	43.1	-4.0	482	2.7%	i	20.1	.	.	-3.6%	4.0	1.6	6.7
Oc1ccc2ccccc2c1N=Nc1ccccc1F	-0.626	-0.176	-0.294	0.712	-0.5	1343	i	11.1	93.4*	782*	.	.	.	-0.56	934	-3.7%	.	.	.
CC(O)C(=O)NCCOCCOCCNC(=O)C(C)O (stereo unspecified)	-0.251	-0.326	0.035	-0.102	-1.1	1402	i	19.3	.	.	-0.4%	i	4.4	1.04	1334	-10.1%	3.9	2.6	5.3
CCNC(=S)Nc1cc(OCC)c(NC(=O)c2cccs2)cc1OCC	0.382	-0.264	0.283	0.791	-2.0	1114	i	35.6	-1.1	608	-1.5%	i	1.5	-0.15	1447	6.3%	3.2	0.8	0.8
CCN(CC)C(=O)CSc1nsc(SCC(=O)N(CC)CC)c1C#N	-0.793	-0.218	-0.145	0.385	.	.	i	16.4	-9.5	766	-2.3%	i	0.5	0.45	1346	-2.3%	3.4	0.3	50.6
CN1CCN(CCCC(=O)c2ccc(F)cc2)CC1	-0.874	-0.279	-0.0637	0.1	1.7	1157	i	52.4	.	.	-1.2%	i	-9.5	0.47	1318	11.0%	5.9	3.4	4.3
O=[N+]([O-])c1ccc(CN2CCOCCOCCN(Cc3ccc([N+](=O)[O-])cc3)CCOCC2)cc1	-0.662	-0.315	-0.709	0.537	-0.4	954	i	31.3	-40.2	565	13.4%	i	-6.7	-0.82	1019	-3.7%	5.9	3.0	6.9
Cc1cc(NC(=O)CSc2nncc(=O)n2N)no1	2.37	-0.146	1.46	-1.97	-2.0	1047	i	35.6	-6.1	701	-1.8%	i	-30.6	1.5	1179	8.0%	4.0	1.3	2.1
CCN1C(=O)[C@@H]2[C@H](C1=O)[C@@H]1C[C@H]3C(=O)N(CC)C(=O)[C@H]3[C@@H]3C1=C(C(=O)N1C(=O)OC(=NCC4CC4)[C@]31C)[C@@H]2C	-0.992	-0.687	-0.45	0.516	-1.3	1130	i	5.1	40.4	644	.	.	.	-0.03	1157	-5.1%	.	.	.
O=C1CN(C(=O)COc2ccc(Br)cc2F)c2ccccc2N1	-0.624	-0.123	-0.261	-0.488	-0.3	1081	i	38.6	-9.4	577	-1.8%	i	0.5	0.89	1502	9.2%	9.9	1.8	8.7
O=C(CN1C(=O)C2C3C=CC(C3)C2C1=O)Nc1ccc(S(=O)(=O)N2CCCCC2)cc1 (stereo unspecified)	0.388	-0.168	1.08	-0.344	0.8	927	i	52.8	-0.1	592	-2.4%	i	26.2	.	.	5.0%	2.7	3.0	7.2

Source: PubChem BioAssay (several laboratories)
